Screening results as filed in PubChem BioAssay.
Lipid storage S3 = qHTS Assay for Lipid Storage Modulators in Drosophila S3 Cells | Drosophila S3 cells, BODIPY lipid droplet fluorescence, 18-24 h; cells fed with added oleic acid | Potency in µM for hits, for the others lipid storage change, negative = inhibition, % at the top dose, mostly 46.1 µM | actives 0.64% (n = 320,000) | AID 2685, 2010; active means well fitted inhibition curve with a large enough effect in the signal ratio, with a control signal flat, not every such curve was filed as active; inconclusive means small, poorly fitted or top-dose-only effect, or effect the other way, or a change in a side signal; the % refers to the signal ratio
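Laser-scanning cytometry quantifies lipid droplet accumulation (500–530 nm total intensity; droplet/cell object ratio) in oleic acid-fed (400 uM added) Drosophila S3 cells treated with a concentration series. 20 uM Triacsin C defined 100% inhibition.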
Lipid storage S3 cell count max = further read-out of Lipid storage S3, marked with its call; cell number change, %; measured here: cell count max response;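 cells counted by Cell Tracker Red CMTPX staining in the red channel; peak over a dose series mostly up to 46.1 µM; percent activity relative to internal control wells on each plate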
Numbers without * were called inactive; i = inactive; ? = inconclusive; / = no result given; & = joins results of further samples. On the % scale 0 is the no-effect control and ±100 the full control effect; potency means the concentration at half of the fitted maximal effect.

SMILES	Lipid storage S3	Lipid storage S3 cell count max
COc1cccc(-c2nn(C)c3sc(C(=O)NCCCN(C)Cc4ccccc4)cc23)c1	?	/
CCC1=Nc2cc(C(=O)NCc3cccnc3)ccc2Sc2ccc(C)cc21	?	/
Cc1ccc(CNC(=O)COC(=O)c2cnccn2)cc1	?	/
Cc1cc(Cl)c(S(=O)(=O)N2CCN(c3ccc(F)cc3)CC2)cc1OCC(N)=O	?	/
CC(=O)c1sc(NC(=O)c2ccco2)nc1-c1ccccc1	?	/
COc1ccc(C)cc1NC(=O)CN1CCN(C/C=C/c2ccccc2)CC1	i	-23.7
Cc1ccc(S(=O)(=O)CCC(=O)NCCc2ccccc2)cc1	-0.6%	8.6
COC(=O)c1sc(N2C(=O)C(=O)/C(=C(/O)c3ccc(C)cc3)C2c2ccco2)nc1C (centres undefined)	8.7%	-6.0
CC(C)[C@H](NC(=O)OC(C)(C)C)c1nnc(SCC(=O)Nc2ccc(Br)cc2)o1	i	/
CC1CCN(CCCCOc2ccc(C(C)(C)C)cc2)CC1	?	/
COc1ccccc1CCn1c(N)c(C#N)c2nc3ccccc3nc21	?	/
O=C(Nc1ccccc1)ON=C1CCCC1	3.9%	-2.3
Cc1ccc(F)cc1NC(=O)C12CC3CC(C1)CC(n1cnc([N+](=O)[O-])n1)(C3)C2	-11.6%	8.3
CCn1ccnc1CN(C)Cc1cn(-c2cc(C)ccc2C)nc1-c1ccccc1	?	/
O=C(Nc1nnc(-c2ccc(F)cc2)s1)c1ccco1	?	/
Brc1cccc(-c2nnc3sc(CN4CCCCC4)cn23)c1	?	/
O=C(CSc1nnc(-c2ccccc2)c(-c2ccccc2)n1)NCc1ccco1	?	/
COc1ccccc1NC(=O)CC(c1ccc(OC(C)C)cc1)c1ccccc1OC (centres undefined)	-1.9%	7.9
COc1ccc([N+](=O)[O-])cc1NC(=O)CCN1CCN(CCO)CC1	-20.3%	0.2
Cc1ccc(N2CCC(N3CCN(C4CCCCC4)C(CCO)C3)CC2)cc1 (centres undefined)	7.0%	23.0
COCCCN(C(=S)Nc1ccc(OC)cc1)C(C)c1ccncc1 (centres undefined)	0.0%	12.6
CCC(Sc1nc(C)cc(=O)[nH]1)C(=O)Nc1nc2c(s1)CCCC2 (centres undefined)	14.6µM*	-8.4*
O=C(COC(=O)c1ccc(NS(=O)(=O)c2cccs2)cc1O)Nc1nc2ccccc2s1	0.2%	18.5
Cc1[nH]n(C2=NCCS2)c(=O)c1N=Nc1cccc(C(F)(F)F)c1	i	-22.6
O=C(O)c1ccccc1NC(=O)c1ccccc1-c1ccccc1C(=O)O	?	/
Cc1cc(OC(=O)c2ccc(F)cc2)c([N+](=O)[O-])c(=O)[nH]1	?	/
CC(=O)Nc1sc2c(c1C#N)CCCC2	?	/
Cc1ccc(-c2nnc(SCC(=O)N/N=C/c3cccs3)n2-c2ccc(C)cc2)cc1	8.1%	8.5
CCn1c(CCNC(=O)c2ccc(F)cc2)nc2ccccc21	i	-6.6
COc1ccc(C2(C(=O)NC3CCCCC3)CCOCC2)cc1OC	?	/
O=C(CSCc1ccccc1)Nc1ccc(F)c(F)c1	?	/
COc1ccc(C(=O)/C=C/Nc2ccc([N+](=O)[O-])cc2C)c(OC)c1	?	/
OC(COC(c1ccccc1)c1ccccc1)CN1CCc2ccccc2C1 (centres undefined)	?	/
C=CCNc1nc(NCc2ccccc2)nc(OCC)n1	-12.7%	-11.9
Nc1cc(C(=O)OCC(=O)NNC(=O)c2cccs2)ccc1Cl	?	/
COc1ccc(C(=O)NN(c2ccccc2)c2ccccc2)cc1	-5.7%	0.7
Cc1c(NC(=O)c2ccc(N(C)S(C)(=O)=O)cc2)c(=O)n(-c2ccccc2)n1C	?	/
Cc1ccc(-c2noc(C3CCN(C(=O)Nc4ccc(C#N)cc4)CC3)n2)o1	16.2%	-25.8
CCOCCCNC(=O)CN1C(=O)COc2ccc(S(=O)(=O)N3CCC(C)CC3)cc21	?	/
CCC1CCCCN1C(=O)c1cc(COc2ccc(-n3cncn3)cc2)on1 (centres undefined)	-15.9%	19.0
Cc1ccccc1Cc1c(C)nc2c(C(=O)NCc3ccc4c(c3)OCO4)cnn2c1C	i	-14.8
CNC(=O)c1cccc(NC(=O)CCCNC(=O)c2ccc(Cl)cc2)c1	-3.1%	-0.8
Cc1ccc(C(=O)Nc2ccc(C(=O)OCc3cc(=O)n4ccsc4n3)cc2)cc1	6.5%	10.6
CC1CCCCN1C(=O)CNCc1ccc(F)cc1 (centres undefined)	-4.8%	-5.7
Cc1cccn2cc(CCNS(=O)(=O)c3ccc([N+](=O)[O-])cc3)nc12	?	/
C=CCn1c(C(C)NC(=O)COC)nc2ccccc21 (centres undefined)	20.2%	/
COC(=O)c1ccc(OC(=O)c2cccnc2SC)cc1	?	/
CC1=C(C(=O)OCc2ccccc2)C(c2ccc(Cl)cc2)NC(=O)N1C (centres undefined)	?	/
O=C(CSc1nnc(-c2ccncc2)n1CC1CCCO1)Nc1ccccc1Cl (centres undefined)	6.9%	2.3
CCSc1nnc(-c2cnn(-c3ccccc3)c2-n2cccc2)n1C	i	17.2
O=C(CCS(=O)(=O)Cc1ccccc1)N1CCN(Cc2ccccc2)CC1	?	/
CCOC(=O)C1(Cc2ccc(OC)cc2)CCN(C(=O)C2CCCO2)CC1 (centres undefined)	-5.5%	-2.0
CC(=O)c1cccc(NC(=O)CC2SC(N3CCCCC3)=NC2=O)c1 (centres undefined)	6.8%	2.1
O=C(Cc1ccc(Cl)cc1)Nc1ccc2c(c1)C(=O)NC2=O	-0.2%	-14.8
Nc1n[nH]c(-c2ccccc2[N+](=O)[O-])n1	?	/
Cn1nnc2c(C(N)=O)ncn2c1=O	?	/
CCCn1c(SCC(=O)Nc2sc(C)c(C)c2C(=O)OC)nc2c1c(=O)n(C)c(=O)n2C	?	/
N/C(=N\OC(=O)C12CC3CC(CC(C3)C1)C2)c1ccncc1	-5.9%	-16.5
O=C(Nc1ccc(F)c(F)c1)C1CCN(S(=O)(=O)c2cccc3nonc23)CC1	?	/
COc1cccc(Oc2nccc(N(C)C)c2C#N)c1	-1.0%	0.2

The list continues.
SMILES	Lipid storage S3	Lipid storage S3 cell count max
N#C/C(=C\N1CCOCC1)c1ccccc1	?	/
Cn1c(=O)[nH]c(=O)c2c1ncn2CCN1CCOCC1	-1.0%	7.1
CCOC(=O)N1C(=O)[C@](c2ccc(Cl)cc2)(C(C)C)N1C(=O)OCC	i	-6.6
Cn1c(N=Nc2ccc(N3CCOCC3)cc2)[n+](C)c2ccccc21	?	/
CC(C)CC(=O)N1CCN(Cc2ccc(Br)cc2)CC1	-2.8%	2.2
COc1cc(C(=O)N2CCCCCCC2)ccc1OC1CCN(C(C)=O)CC1	-20.7%	7.5
CC(=O)c1c(O)cc(=O)n(-c2ccccc2)c1-c1ccc(C)cc1	-26.9%	-0.6
CCOC(=O)CSc1nc2ccccc2c(=O)[nH]1	i	/
COc1cc(NC(=S)NC(=O)CC(C)C)ccc1NC(=O)c1cc2ccccc2o1	22.4%	-1.7
Nc1ccc2c(c1)ncn2CCCn1cnc2cc(N)ccc21	-7.7%	0.1
CCNc1ccc(S(=O)(=O)N(C)C)cc1NCC(=O)Nc1ccccc1Cl	?	/
O=C1CCCN1CCCNc1ncnc2c1[nH]c1ccccc12	?	/
COCCCNC(=O)CNC(=O)c1nn(-c2ccc(OC)c(Cl)c2)c(=O)c2ccccc12	13.8%	-0.1
CCOC(=O)C(C)NC(=O)c1cn(-c2ccc(OC)cc2)c(=O)c2ccccc12 (centres undefined)	18.8%	/
CCOC(=O)C1CCN(C(=O)c2oc3ccc(S(=O)(=O)N4CC(C)CC(C)C4)cc3c2C)CC1 (centres undefined)	?	/
O=C1CCCc2nn(-c3ccccc3)nc21	10.5%	7.0
O=C(Nc1ccc(-n2ccnc2P(=O)(O)c2ccccc2)cc1)c1ccccc1Br	i	17.8
COc1ccc(NC(=O)c2cccnc2Nc2ccccc2)cc1	?	/
Cc1cnc(NC(=O)CCCSc2nc3ccccc3s2)s1	?	/
CCCC1(C(=O)OC)NC(c2ccco2)C2C(=O)N(C)C(=O)C21 (centres undefined)	?	/
CCC(=O)N1N=C(c2ccccc2)CC1c1ccc([N+](=O)[O-])cc1 (centres undefined)	?	/
O=C1CC(/C=C/c2ccc([N+](=O)[O-])cc2)=Nc2ccccc2N1	6.9%	-3.4
O=C(CSc1nnc(COc2ccc(F)cc2)o1)N1c2ccccc2CCc2ccccc21	?	/
O=C(NC1CCCCC1)C(c1ccccn1)N(C(=O)c1csnn1)C1CC1 (centres undefined)	10.2%	/

Sorted by value in Lipid storage S3 (ascending): five from the list above.
SMILES	Lipid storage S3	Lipid storage S3 cell count max
O=C1CC(/C=C/c2ccc([N+](=O)[O-])cc2)=Nc2ccccc2N1	6.9%	-3.4
O=C(NC1CCCCC1)C(c1ccccn1)N(C(=O)c1csnn1)C1CC1 (centres undefined)	10.2%	/
O=C1CCCc2nn(-c3ccccc3)nc21	10.5%	7.0
COCCCNC(=O)CNC(=O)c1nn(-c2ccc(OC)c(Cl)c2)c(=O)c2ccccc12	13.8%	-0.1
CCOC(=O)C(C)NC(=O)c1cn(-c2ccc(OC)cc2)c(=O)c2ccccc12 (centres undefined)	18.8%	/

New compounds follow:
SMILES	Lipid storage S3	Lipid storage S3 cell count max
Cc1ccc(O)c(Nc2nc(-c3ccccc3)nc3ccccc23)c1	?	/
O=C(O)CCSc1nc2ccccc2c(=O)[nH]1	5.7%	7.2
O=C(Nc1c(C(=O)N2CCN(c3ccccn3)CC2)oc2ccccc12)c1cccc([N+](=O)[O-])c1	?	/
COC(=O)c1c(NC(=O)CCl)sc(C(=O)N2CCOCC2)c1C	0.651µM*	-18.1*
CC(CN(C)C)CN1c2ccccc2Sc2ccccc21 (centres undefined)	-3.3%	-1.1
CCOc1ccc(N2C(=O)/C(=C/c3ccco3)N(C)C2=S)cc1	-12.5%	-12.1
CC(C)CCNC(=O)C(c1ccco1)N(Cc1cccs1)C(=O)Cn1nnc2ccccc21 (centres undefined)	?	/
COc1cccc(NC(=O)CSc2nc3ccccc3nc2N2CCOCC2)c1	?	/
CCn1c(CNC(=O)C(C)(C)C)nc2ccccc21	9.9%	-2.4
COc1ccccc1NC(=O)C1CCCN(c2nc(C)cc(C)n2)C1 (centres undefined)	-1.0%	5.0
CCCCCCCCCSc1n[nH]c(N)n1	i	0.3
O=C(Nc1ccccn1)C1CCCN(c2ncnc3c2nc2n3CCCCC2)C1 (centres undefined)	?	/

The list goes on, starting with the last two of the part before.
SMILES	Lipid storage S3	Lipid storage S3 cell count max
CCCCCCCCCSc1n[nH]c(N)n1	i	0.3
O=C(Nc1ccccn1)C1CCCN(c2ncnc3c2nc2n3CCCCC2)C1 (centres undefined)	?	/
Cc1cc(Cl)c(C)c(S(=O)(=O)N2CCN(CC(=O)N3CCOCC3)CC2)c1Cl	7.6%	-8.2
c1coc(-c2nc(-c3ccncc3)no2)c1	i	/
O=c1c2c3n(c(=S)nc2[nH]n1-c1ccccc1)CCCCC3	?	/
O=c1c2[nH]c3ccc(F)cc3c2ncn1CCC1=CCCCC1	?	/
COc1ccc(NC(C)=O)cc1NC(=O)CN1CCN(c2ccccn2)CC1	?	/
N#Cc1ccccc1S(=O)(=O)Nc1ccc2c(c1)C(=O)OC2	28.4%	27.0
O=c1[nH]c2ccc([N+](=O)[O-])cc2nc1/C=C(\O)c1ccccc1	-2.9%	2.8
CCOCCCN1C(=O)C(=O)N(CC(=O)N2c3ccccc3NC(=O)CC2C)C1=O (centres undefined)	?	/
O=C(O)c1ccc2c(c1)S(=O)(=O)c1ccccc1C2=O	?	/
CN(C)S(=O)(=O)Nc1cccc(Br)c1	-11.2%&-4.0%	14.1&0.3
O=C(O)Cn1c2c(c3ccccc31)CCCC2	12.1%	3.9
Cc1cc(C)n2nc(-c3ccccc3)c(-c3ccccc3)c2n1	?	/
O=C(NC1CCCCC1)N1CCCc2ccccc21	2.4%	-2.7
Oc1ccc(Br)cc1CNc1cccc2cccnc12	?	/
COc1cc(NC(=O)Nc2c(C)n(C)n(-c3ccccc3)c2=O)cc(OC)c1OC	?	/
O=C(CSc1nnc(Cc2cccs2)n1C1CC1)NC1CCS(=O)(=O)C1 (centres undefined)	12.4%	-3.3
CC(C)CC(=O)NC(NC(=O)CC(C)C)c1cccc([N+](=O)[O-])c1	9.7%	-5.1
COc1ccc(-c2c(C(C)=O)c(C)nc3sc4c(=O)[nH]nnc4c23)cc1	16.9%	/
COc1ccc(N2CCN(C(CNC(=O)C(=O)NCc3ccncc3)c3ccco3)CC2)cc1 (centres undefined)	?	/
COc1ccc(CCNCC(=O)Nc2ccccc2C(F)(F)F)cc1	i	/
CNCCCOc1cccc(Oc2ccccc2)c1	17.9%	-0.2
O=S(=O)(N1CCOCC1)N1CCN(c2ccc(F)cc2)CC1	?	/
O=C(c1cccnc1)N(c1cc2sc(=O)oc2c2ccccc12)S(=O)(=O)c1ccccc1	-6.0%	9.7
O=C(NC1CCS(=O)(=O)C1)c1cccnc1 (centres undefined)	-8.2%	5.1
CC(C)c1cccc(C(C)C)c1NC(=O)c1ccccc1	?	/
O=C(Cn1nc(C(=O)O)c2ccccc2c1=O)Nc1ccc(Br)cc1	?	/
O=C(COc1ccccc1)Nc1nnc(-c2ccc(Cl)s2)o1	-1.7%	1.3
COc1ccc(OCC#CCN2CC(C)OC(C)C2)cc1 (centres undefined)	?	/
Cc1ccc(NC(=O)c2ccccc2-c2cc(C)no2)cc1	?	/

The list is partial; count on the stated rates, not on these rows.
